# Source: PubChem BioAssay
# PKM2 activator: increases activity of human pyruvate kinase M2; purified PKM2, Kinase-Glo ATP luminescence, activation; response scale: 0% is enzyme alone, no compound; hit rate 0.34% among 260,000; Potency, µM (top dose mostly 57.5 µM), inactives show at the top dose activation, actives largely listed as activators; P14618; also: potency is read from the fitted curve at half-maximal effect; % is scaled to controls: 0 for no effect and ±100 for the full control effect; nearly all actives have a fitted effect of over 55% in size
#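 ATP formation by purified human PK-M2, quantified via coupled luciferase luminescence after 1 h at room temperature with 0.1 mM ADP and 0.5 mM PEP final.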
# VP16 counter: inhibits Gal4-VP16 luciferase reporter, ROR gamma counter-screen; Potency, µM (highest dose often 53.6 µM), without a hit: at the highest dose activity, negative = inhibition, actives largely listed as inhibitors; hit rate 3.5% among 310,000; Drosophila S2 Gal4-VP16 UAS-luciferase, luminescence, 20 h;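 also: Gal4-VP16 expression switched on by copper sulfate through the metallothionein promoter; potency is read from the fitted curve at half-maximal effect; % is scaled to controls: 0 for no effect and ±100 for the full control effect; nearly all actives have a fitted effect of over 50% in size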
# Menin MLL FP TR: menin-MLL binding inhibition, Texas Red mutant peptide | AID 1768 | Menin + Texas Red MLL mutant peptide, fluorescence polarization | hit rate 0.23% among 270,000 | Potency, µM (series often up to 61.6 µM), for the others: top-dose FP activity change, negative = inhibition, most hits filed as inhibitors | O00255; active = well fitted inhibition curve with a large enough effect in the polarisation, with a control signal flat, not every such curve was filed as active; inconclusive = small, poorly fitted or top-dose-only effect, or effect the other way, or a change in a side signal; inactive = no such curve, though single readings can be large or run the other way; the % refers to the polarisation; also: potency is read from the fitted curve at half-maximal effect; % of control where 0% means no effect; many of its hits are not listed in these tables
# NPC1 promoter act: NPC1 promoter activation; hit rate 2.4% among 320,000; Potency, µM (highest dose often 9.22 µM), for inactives: top-dose activation, hits mostly activators; Huh7 NPC1 promoter luciferase reporter, 24 h; AID 485313;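 also: potency is read from the fitted curve at half-maximal effect; % of control where 0% means no effect; nearly all actives have a fitted effect of over 60% in size; reporter is driven by a mutant NPC1 promoter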
#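 Quantitative HTS used a cell-based reporter: Huh7 cells stably bearing the NPC1 promoter upstream of luciferase were treated with compounds for 24 h, and promoter activation was read as luminescence.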
# Rab9 prom act: activators of Rab9 promoter. AID 485297. Huh7 Rab9 promoter-luciferase reporter, luminescence, 24 h. Potency, µM (top dose mostly 9.22 µM), without a hit: top-dose activation, negative = inhibition, hits mostly activators. hit rate 2.8% among 320,000; also: potency is read from the fitted curve at half-maximal effect; % of control where 0% means no effect; nearly all actives have a fitted effect of over 60% in size
#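 Huh7 cells stably carrying a Rab9 promoter-luciferase reporter, 1500 cells per well in OP-MEM I with 10% FBS, treated with compound 24 hours at 37C. Luciferase activity read by luminescence after 10 minutes with Amplite reagent.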
# KCNH2 3.1 inh: blocks the human KCNH2 3.1 channel isoform; U2OS KCNH2 3.1, thallium flux FluxOr; active compounds read low; activity change, % (tested at about 1.8 µM); hit rate 0.95% among 340,000; AID 720553;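 active = maximum activity change below -70%; inconclusive = maximum activity change from -70% to -50%; inactive = maximum activity change above -50%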;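 also: thallium influx rate constant from kinetic fluorescence after stimulation buffer; % is scaled to controls: 0 for no effect and ±100 for the full control effect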
#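 U2OS cells transduced with KCNH2 3.1 mutant virus (1.77 x 10^8 /mL, 4 h), plated overnight at 37 C, loaded 45 min with FluxOr dye plus Red40 quencher. Thallium flux rate constant from kinetic reads after stimulation buffer, normalised to controls.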
# MBNL1 CUG block: blocks human MBNL1 binding to CUG repeat RNA. Q9NR56. TR-FRET MBNL1-His/biotin-(CUG)12 binding, 665/545 ratio. Potency, µM (titrated, usually from 57.5 µM), without a hit: at the highest dose activity change, negative = inhibition, hits mostly inhibitors. hit rate 0.036% among 280,000. AID 2675; active = well fitted inhibition curve with a large enough effect in the signal ratio, with a control signal flat, not every such curve was filed as active; inconclusive = small, poorly fitted or top-dose-only effect, or effect the other way, or a change in a side signal; inactive = no such curve, though single readings can be large or run the other way; the % refers to the signal ratio; also: potency is read from the fitted curve at half-maximal effect; % is scaled to controls: 0 for no effect and ±100 for the full control effect
# Target sequence (Q9NR56 whole entry, looked up): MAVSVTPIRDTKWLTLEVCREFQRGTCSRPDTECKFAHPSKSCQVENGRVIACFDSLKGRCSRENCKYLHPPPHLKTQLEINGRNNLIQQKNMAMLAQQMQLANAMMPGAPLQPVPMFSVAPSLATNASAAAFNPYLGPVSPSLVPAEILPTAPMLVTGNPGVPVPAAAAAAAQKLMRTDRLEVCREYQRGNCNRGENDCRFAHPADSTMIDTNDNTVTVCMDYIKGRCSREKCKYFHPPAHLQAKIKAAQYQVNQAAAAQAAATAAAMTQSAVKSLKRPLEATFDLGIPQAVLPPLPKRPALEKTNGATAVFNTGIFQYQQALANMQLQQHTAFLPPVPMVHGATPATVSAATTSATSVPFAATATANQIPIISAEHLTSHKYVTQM
#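 TR-FRET readout: Ex 340 nm, 665/545 nm emission ratio, normalized to buffer-only (basal) and MBNL1-(CUG)12 controls. Complex of MBNL1-His with Biotin-(CUG)12, compounds 92 nM–58 uM, incubated 60 min at room temperature.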
# Mito fusion act: inhibitors of mitochondrial division or activators of mitochondrial fusion; S. cerevisiae fusion-defective mutant growth rescue, CellTiterGlo 48 h; Potency, µM (top dose mostly 46.1 µM), for inactives: at the top dose growth rescue (activation), actives largely listed as activators; hit rate 0.23% among 320,000;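 also: potency is read from the fitted curve at half-maximal effect; % of control where 0% means no effect; nearly all actives have a fitted effect of over 45% in size; temperature-sensitive fusion mutants such as fzo1-1 at 37 °C on non-fermentable ethanol glycerol medium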
#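 Temperature-sensitive fusion-defective S. cerevisiae (e.g. fzo1-1, mgm1-5) were grown with compound in YPEG medium (3% ethanol, 3% glycerol) for 48 hours at 37C. Growth rescue was measured as viability by CellTiterGlo luminescence after 10 minutes at ambient.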
# RORg inh: blocks mouse ROR gamma transcriptional activity; hit rate 5.4% among 310,000; AID 2551; P51450; Drosophila S2 Gal4-RORgamma UAS-luciferase reporter, 20 h; Potency, µM (series often up to 53.6 µM), without a hit: at the top dose activity change, negative = inhibition, most hits filed as inhibitors; also: potency is read from the fitted curve at half-maximal effect; % is scaled to controls: 0 for no effect and ±100 for the full control effect; nearly all actives have a fitted effect of over 60% in size
#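 Luminescence from a UAS-regulated Photinus luciferase reporter in stably transfected Drosophila Schneider cells is measured; decreased signal marks ROR gamma inhibition. Fusion expression is induced by 700 uM copper sulfate for 20 hr.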
# ELG1 repair inh: ELG1-dependent DNA repair inhibition | HEK293T ELG1-luciferase reporter, luminescence, 16 h; DNA damage induced by 5-fluorouridine | Potency, µM (titrated, usually from 46.1 µM), inactives show at the top dose activity change, negative = inhibition, actives largely listed as inhibitors | hit rate 2.3% among 330,000 | AID 504467; also: potency is read from the fitted curve at half-maximal effect; % is scaled to controls: 0 for no effect and ±100 for the full control effect; nearly all actives have a fitted effect of over 55% in size
#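 Luminescence from the luciferase reporter, measured 30 min after ONE-Glo reagent at room temperature, was the read-out. Beforehand, 2,000 cells per well were exposed for 16 hr at 37 °C to 5-fluorouridine together with compound or vehicle.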
# FLuc modulator: firefly luciferase modulation, counter-screen for miR-21 project; P08659; purified FLuc, Km substrates, luminescence inhibition; Potency, µM (series often up to 57.5 µM), inactives show at the highest dose activity change, negative = inhibition, actives largely listed as inhibitors; hit rate 6.9% among 360,000;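 also: potency is read from the fitted curve at half-maximal effect; plate controls were vehicle for no effect and reference inhibitor for full effect; nearly all actives have a fitted effect of over 55% in size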
# Target sequence (P08659 whole entry, looked up): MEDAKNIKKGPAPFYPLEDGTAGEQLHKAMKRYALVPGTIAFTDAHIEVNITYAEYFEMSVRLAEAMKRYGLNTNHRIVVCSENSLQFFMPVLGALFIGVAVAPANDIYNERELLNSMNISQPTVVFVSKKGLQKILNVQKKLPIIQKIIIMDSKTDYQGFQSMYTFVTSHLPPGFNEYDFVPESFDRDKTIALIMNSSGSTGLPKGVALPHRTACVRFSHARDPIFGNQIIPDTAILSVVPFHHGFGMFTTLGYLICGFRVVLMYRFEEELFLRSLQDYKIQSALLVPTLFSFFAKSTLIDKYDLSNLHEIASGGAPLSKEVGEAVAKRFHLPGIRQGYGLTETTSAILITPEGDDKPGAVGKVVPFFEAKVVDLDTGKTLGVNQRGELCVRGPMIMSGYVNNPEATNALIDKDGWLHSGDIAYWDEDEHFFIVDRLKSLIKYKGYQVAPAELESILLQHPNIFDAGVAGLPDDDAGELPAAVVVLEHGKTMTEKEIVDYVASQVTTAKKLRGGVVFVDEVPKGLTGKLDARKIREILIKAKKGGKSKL
#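 Purified P. pyralis luciferase, 10 nM final, with Km-level 10 uM D-luciferin and 10 uM ATP in 50 mM Tris acetate pH 7.5, 10 mM Mg acetate, 0.01% Tween-20, 0.05% BSA; 6-point qHTS titration about 60 µM downward; luminescence read.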
# Starred values were filed as active, the others as inactive; ? = inconclusive; · = not tested or not shown; & = joins results of further samples; [ ] = remark or other dose. Unless noted, calls follow the shape of the dose curve; as a rule, active = well fitted curve in the direction sought with a large enough effect; inconclusive = small, poorly fitted or top-dose-only effect, or another doubt; inactive = no such curve, though single readings can be large; an effect the other way counts as inactive or inconclusive.
SMILES,PKM2 activator,VP16 counter,Menin MLL FP TR,NPC1 promoter act,Rab9 prom act,KCNH2 3.1 inh,MBNL1 CUG block,Mito fusion act,RORg inh,ELG1 repair inh,FLuc modulator
Cc1nnc(NC(=O)CCC(=O)NCc2ccco2)s1,0%,-6%,?,-1%,3%,27,-1%,6%,3%,14%,2%
Cc1cc(SCC2=NNC(=O)C2)c(Cl)cc1Cl,8%,0%,·,-9%,2%,1,0%,3%,3%,6%,5%
Cc1nc(SCC(=O)N2CCc3ccccc3C2)c2c(C)c(C)sc2n1,0%,?,?,-1%,-4%,4,?,?,20%,?,-1%
COc1ccc(C(=O)Nc2c(N)nc(SCC(=O)Nc3ccc(NC(C)=O)cc3)[nH]c2=O)cc1OC,·,-1%,·,1%,1%,9,-21%,-1%,-2%,6%,-19%
CCC1CCCCN1CCNC(=O)C1CCN(S(=O)(=O)c2c(C)noc2C)CC1 (stereo unspecified),0%,0%,0%,-4%,-7%,-1,4%,1%,-15%,0%,6%
CC1Sc2ccc(C(=O)Nc3cc(S(C)(=O)=O)ccc3Cl)cc2NC1=O (stereo unspecified),·,·,·,-5%,-1%,9,·,0%,·,19%,-16%
COc1ccc(Cl)cc1NC(=O)CN(C)C(=O)C12CC3CC(CC(Cl)(C3)C1)C2,·,-13%,·,-2%,-10%,?,-2%,1%,-12%,18µM*,2%
C/C(=N\NC(=O)c1nnn(-c2nonc2N)c1C(C)C)c1ccc2ccccc2c1,-3%,-18%,25%,1%,0%,8,4%,13%,?,?,-3%
Cc1cccc(/C(N)=N/OC(=O)c2cccc3ccccc23)c1,-5%,5.6µM*,·,3.5µM*,4µM*,·,8%,-4%,1.1µM*,?,4.3µM*
Fc1ccccc1NC(=S)N1CCN(Cc2ccc3c(c2)OCO3)CC1,0%,19%,9%,-3%,-3%,4,3%,-1%,-15%,?,2%
CC1=N/C(=C\c2ccc3c(c2)OCO3)C(=O)N1c1ccc(C(=O)O)cc1,-2%,-3%,26%,-1%,-2%,0,?,-4%,33%,2%,?
CCOC(=O)N1CCN(c2c(NCCc3ccc(OC)c(OC)c3)c(=O)c2=O)CC1,-2%,2%,9%,2%,-7%,2,-4%,0%,-2%,-12%,0%
COc1ccc(N=CC=C2OC(C)(C)C(C)(C)O2)cc1OC,-3%,-1%,·,-3%,-6%,12,-1%,-5%,0%,?,-13%
S=c1nc(Cc2ccccc2)[nH]c2ccccc12,·,6.3µM*,0%,0%,-2%,-15,?,-28%,2.8µM*,?,-1%
CN1CCN(C2=C(Cl)C(=O)N(c3ccc(Cl)cc3)C2=O)CC1,13%,6%,11%,0%,7%,-12,6%,-5%,11%,?,-2%
NCC(=O)N1CCC(C(=O)N[C@@H](Cc2c[nH]c3ccccc23)C(=O)O)CC1,·,-2%,10%,-4%,0%,-6,-2%,-7%,-4%,?,-4%
Cc1cc2c(NC(=O)Nc3ccc(C(F)(F)F)cc3)cccc2nn1,2%,5%,·,0%,1%,-7,19%,-3%,8%,10%,?
COc1ccc(N2C(=O)[C@@H]3[C@H](C2=O)[C@H]2C=CC=NN2[C@@H]3C(=O)Nc2ccc(Cl)cc2)cc1,8.9µM*,?,·,-2%,3%,3,·,0%,14µM*,3%,?
COc1ccc(C(C)NC(=O)Cc2cccs2)cc1 (stereo unspecified),-5%,-11%,-6%,-6%,10%,4,-6%,0%,-21%,4%,5%
CN1CCc2c(sc(NC(=O)Cc3ccccc3)c2C#N)C1,-5%,4%,-18%,-4%,8%,-4,11%,1%,-6%,2%,-2%
COc1ccc(/C=C2\SC(=S)N(C(C(=O)O)c3ccccc3)C2=O)c(OC)c1 (stereo unspecified),-1%,-15%,·,-4%,-13%,-7,5%,9%,9%,?,24µM*
Cc1cc(C(=O)COC(=O)Cc2n[nH]c(=O)c3ccccc23)c(C)n1-c1ccc2c(c1)OCCO2,-5%,?,-9%,-6%,0%,9,5%,-4%,?,?,-20%
O=S(=O)(c1ccc(Oc2ccc3oc4ccccc4c3c2)nc1)N1CCCC1,-3%,-10%,-6%,-7%,4%,10,-4%,-2%,-7%,?,0%
Cc1ccc(NC(=O)C(C)c2ccc(-c3ccccc3)c(F)c2)cc1 (stereo unspecified),-5%,?,·,-1%,-16%,-18,-2%,-1%,?,?,1%
Cc1ccc(Nc2ccc(C(=O)N3CCCC3)cn2)c(C)c1,6%,15%,-10%,1%,4%,-3,-9%,-3%,?,-23%,?
# (list continues)
SMILES,PKM2 activator,VP16 counter,Menin MLL FP TR,NPC1 promoter act,Rab9 prom act,KCNH2 3.1 inh,MBNL1 CUG block,Mito fusion act,RORg inh,ELG1 repair inh,FLuc modulator
Cc1cc2nc(N)sc2cc1C,-16%,-6%&-6%,26%,·,·,0,3%,1%,?,·,9.5µM*
Cc1ccc(C)c(NC(=O)CSc2nnc(NC(=O)C3CC3)s2)c1,1%,-5%,?,1%,0%,6,8%,0%,25%,-2%,0%
Cc1cccc(C(=O)Nc2ccccc2C(=O)NCc2ccco2)c1,-9%,1%,·,-8%,-6%,-20,2%,2%,?,-1%,?
Cc1ccccc1/C(N)=N/O,-9%,3%,0%,1%,-10%,-5,-15%,3%,-27%,17%,0%
COc1ccc(Oc2nc(C)cc(C)c2S(=O)(=O)c2ccc(C)cc2)cc1,1%,-5%,3%,5%,15%,1,-8%,0%,-17%,7%,2%
Cc1cccc(C)c1NC(=O)N1CCC(c2nc3ccccc3o2)CC1,6%,-2%,7%,-1%,-8%,0,-3%,14%,9%,-20%,-1%
CCCCN(CCCNC(=O)C1CCCN(S(=O)(=O)CCC)C1)Cc1ccccc1 (stereo unspecified),·,3%,-22%,1%,-7%,-12,-6%,12%,-6%,0%,-1%
C(=N\NC1=Nc2cccc3cccc1c23)/c1cccnc1,2%,-6%,?,3.5µM*,2.5µM*,5,?,-4%,?,?,4.8µM*
CCc1ccc(OCCOCC(O)CN2CCN(Cc3ccc(Cl)cc3)CC2)cc1 (stereo unspecified),10%,?,?,-6%,-5%,?,4%,11%,?,-17%,1%
Cc1ccc(S(=O)(=O)N2CCN(C)CC2)c(C)c1,4%,0%,-4%,5%,-1%,16,-1%,0%,-2%,9%,0%
COc1ccc(CC(=O)NCc2ccc(-n3cccc3)cc2)cc1OC,·,5%,-5%,-21%,-23%,3,-4%,8%,?,-5%,-2%
CCOc1ccc(C2C(C#N)=C(N)SC(N)=C2C#N)cc1OC,-5%,0%,-4%,7%,-4%,·,?,6%,?,-11%,-6%
COc1ccc(CN(C(=O)CN2C(=O)c3ccccc3S2(=O)=O)C(C(=O)NCC2CCCO2)c2ccncc2)cc1 (stereo unspecified),-7%,-3%,-7%,-5%,-2%,6,·,0%,-5%,14%,2%
O=C(COc1ccc2ccc(=O)oc2c1)Nc1ccc(N2CCOCC2)cc1,-4%,-3%,12%,4%,-1%,3,-10%,-1%,16%,?,3%
Cc1ccc(NC(=O)C[n+]2ccccc2)cc1[N+](=O)[O-],3%,9%,·,11%,5%,3,34%[activator],0%,7%,2%,1%
CCCC(=O)n1nc(-c2cccnc2)nc1NCc1ccccc1,1%,-4%,-25%,-2%,0%,-125*,6%,-1%,-3%,-1%,3%&1%
CCc1noc(C)c1C(=O)NNC(=O)c1nn(C)c(=O)c2ccccc12,·,·,·,-3%,2%,-20,·,0%,·,9%,·
COCCCN1C(=O)C(=O)/C(=C(/O)c2ccc(OC(C)C)cc2)C1c1ccncc1 (stereo unspecified),4%,1%,0%,1%,-4%,-18,14%,1%,25%,1%,2%
C=C1SC(=Nc2c(C)cccc2Cl)N(C(=O)c2sc3ccccc3c2Cl)C12CCCCC2,-4%,-3%,40%[activator],-4%,-7%,0,-1%,-8%,-26%,-18%,-1%
CC(C)C[C@H]1CN=C(Nc2ccccc2)N1CC1CCCCC1,-3%,7%,-13%,-1%,-11%,-10,-6%,-4%,-2%,-13%,5%
CCN1CCCC1CN(Cc1cc2ccc(C)cc2[nH]c1=O)C(=S)Nc1ccccc1OC (stereo unspecified),-15%,-5%,13%,0%,-3%,-11,?,1%,-4%,?,1%
O=C(O)c1ccc(O)cc1O,·,6%&0%,·,2%,-5%,10,·,6%,0%&-7%,?,6%
CC(=O)Nc1ccc(/C=C2\Sc3ccccc3C2=O)cc1,-1%,2%,·,-6%,13%,-11,16%,-1%,38%,18%,0.38µM*
Cc1[nH]c(C)c(S(=O)(=O)N2CCN(c3ccccc3)CC2)c1C(=O)N1CCCC1,·,-4%,·,-3%,-4%,-9,-5%,1%,-11%,21%,-2%
CCCc1n[nH]c(=O)c2c1nnn2Cc1ccccc1,·,21%,2%,0%,-2%,13,-8%,5%,-13%,-11%,4%

# These rows are one share of the data; the hit share may differ from the screen's.
